SK-BR-3 tox 24h = SK-BR-3 proliferation inhibitors; actives 0.47% (n = 41,000); SK-BR-3 viability, CellTiter-Glo ATP luminescence, 24 h; stronger effect = lower value; viability, % at 10 µM; AID 847;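 active means viability at or below the median of all test compounds minus 3 SD, in both replicates if run twice, cut at about 45% in these data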;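 further: 100% = median untreated cell wells and 0% = median positive control drug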
Numbers without * were called inactive. Not all compounds are listed (hit frequency here may not be typical).

SMILES	SK-BR-3 tox 24h
Fc1ccc(Cn2nnnc2C(c2cccs2)N2CCCCCC2)cc1 (configuration not stated)	72
COc1nc(NCCC2=CCCCC2)nc(OC)n1	98
O=C(O)C1C2C=CC(C2)C1C(=O)NCc1ccc2c(c1)OCO2 (configuration not stated)	102
Nc1nc(SCC(=O)N2CCCC2)[nH]c(=O)c1-c1ccccc1	108
N#Cc1c(-c2ccccc2)cc(C2CC2)nc1N	103
Cc1ccc(-n2nc3c(c2NC(=O)c2ccc(S(=O)(=O)N4CCOCC4)cc2)CSC3)c(C)c1	88
COc1cccc(C(=O)CSc2nnc(COc3cccc4cccnc34)o2)c1	113
Nc1ccc2oc(-c3cccs3)nc2c1	95
CC1(C)CC(CCNC(=O)c2ccco2)CC(C)(C)N1	104
CCCOc1ccc(C(C)(O)CN2CCOCC2)cc1 (configuration not stated)	47
COc1c(C)cc(Br)cc1C(=O)O	107
CCOC(=O)C1CCN(C(=O)CN(Cc2ccccc2)S(C)(=O)=O)CC1	85
CCOC(=O)C1CCN(S(=O)(=O)C(F)(F)c2nc3ccccc3s2)CC1	100
CCN(CC)CCCNC(=O)C1c2ccccc2Oc2ccccc21	91
COC(=O)c1ccccc1NC(=O)c1cc2sccc2n1C	99
O=C(Cn1cc(C(F)(F)F)ccc1=O)N1CCN(S(=O)(=O)c2ccc(Cl)cc2)CC1	96
CC(C)CCn1nnnc1C(c1ccc(F)cc1)N1CCC(C(N)=O)CC1 (configuration not stated)	88
O=C(NC1CC2CCC1C2)C1CCN(S(=O)(=O)c2ccc(-c3nn[nH]n3)cc2)CC1 (configuration not stated)	86
CC(=O)Oc1ccc(N(C(C)=O)S(=O)(=O)c2cccs2)cc1	91
CCCn1c(=O)c(C(=O)Nc2ccncc2)c(O)c2ccccc21	96

Quoted at random: 6 compounds from above, in no set order.
SMILES	SK-BR-3 tox 24h
O=C(O)C1C2C=CC(C2)C1C(=O)NCc1ccc2c(c1)OCO2 (configuration not stated)	102
Cc1ccc(-n2nc3c(c2NC(=O)c2ccc(S(=O)(=O)N4CCOCC4)cc2)CSC3)c(C)c1	88
CCOC(=O)C1CCN(S(=O)(=O)C(F)(F)c2nc3ccccc3s2)CC1	100
COc1nc(NCCC2=CCCCC2)nc(OC)n1	98
Nc1ccc2oc(-c3cccs3)nc2c1	95
N#Cc1c(-c2ccccc2)cc(C2CC2)nc1N	103

(listing goes on)
SMILES	SK-BR-3 tox 24h
CN(Cc1nc(-c2cccnc2)no1)S(=O)(=O)c1ccc(Br)cc1	96
COc1ccc(CNC(=O)c2c(O)c3ccccc3n(C)c2=O)cc1OC	72
CCC1CCCCN1S(=O)(=O)c1ccc(S(=O)(=O)N(Cc2cccs2)C2CC2)cc1 (configuration not stated)	95
Cc1cc(=O)n2c3c(sc2n1)C(=O)N(Cc1ccccc1)C3=O	115
COc1ccc(-c2nc3c(Br)c(N)c(Br)cc3o2)cc1	83
O=C(CN1C(=O)C2CCc3[nH]c4ccccc4c3C2C1=O)N1CCCC1 (configuration not stated)	109
COc1ccccc1CC(=O)NCc1ccc2c(c1)OCO2	90
COc1ccccc1OCCNC(=O)c1ccc(S(=O)(=O)N(C)C)cc1	85
c1ccc2c(c1)oc1c(NCCCn3ccnc3)ncnc12	78
O=C(c1cn(-c2ccccc2)nc1-c1ccncc1)n1nnc2ccccc21	87
CCN1c2ccccc2-c2nc3ccccc3n2C1c1ccncc1 (configuration not stated)	85
CCOC(=O)C1CCCN(C(=O)c2cn(CC(C)C)c(=O)c3cc(OC)c(OC)cc23)C1 (configuration not stated)	90
CC1=C/C(=C/N(C)c2ccccc2)C(=O)S1	106
O=S(=O)(/C=C/c1ccccc1)Nc1ccc2c(c1)OCO2	86
CCOC(=O)c1ccc(NC(=O)Nc2ccc(OC)c(OC)c2)cc1	85
CCC(=O)Nc1ccc2oc(-c3cccc(C)c3)nc2c1	87
CCOC(=O)N1CCC(NC(=O)CCc2nc(-c3ccccc3F)no2)CC1	85
CC(C)CCNC(=O)C(c1ccco1)N(Cc1ccccc1)C(=O)c1snc(C(N)=O)c1N (configuration not stated)	95
Cn1c(SCC(N)=O)nnc1C1CCN(S(=O)(=O)c2ccccc2C(F)(F)F)CC1	74
O=[N+]1C2=C(CCCC2)N([O-])C12CCCC2	96
COc1ccc(OCC(=O)Nc2cccc3ncccc23)cc1	100
C/C=C/c1ccc(OCCCCn2cncn2)c(OC)c1	94
CCC(Sc1nnnn1C)C(=O)Nc1ccc(C(C)=O)cc1 (configuration not stated)	93
O=S(=O)(c1ccc(Oc2ccc(Br)cc2)cc1)N1CCOCC1	92
CCCCOC(=O)C1C2C=C[C@]3(CN(CCCOC)C(=O)[C@H]13)O2 (some centres not stated)	88
CCOC(=O)N1CCN(C(=O)CCSc2ccc(C)cc2)CC1	91
CC1CCCCN1C(=O)CSc1nc(-c2ccccc2)cc(=O)[nH]1 (configuration not stated)	84
Cn1c(SCc2ccccn2)nnc1-c1cnccn1	92
CCN(CC)CCCN1C(=O)C(O)=C(C(=O)c2ccco2)C1c1ccc(OC(C)C)cc1 (configuration not stated)	96
COC(=O)c1ccc(NC(=O)CN2CCN(c3cccc(Cl)c3)CC2)cc1	112
CCOC(=O)C1(c2nc(N)cs2)COC(=O)C1 (configuration not stated)	100
O=C(c1cc(S(=O)(=O)N2CCOCC2)c(Cl)cc1Cl)N1CCCCC1	75
Cc1cc(C)nc(N2CCC(C(=O)NCc3cccs3)CC2)n1	52
CSc1nnc(Cc2cc(=O)[nH]c(=O)[nH]2)n1-c1cc(C)ccc1C	72
c1ccc2c(Cn3nnc4ccccc43)cccc2c1	101
CC1Cc2ccccc2N1C(=O)CSc1nc2c(c(=O)n(C)c(=O)n2C)n1Cc1ccccc1 (configuration not stated)	71
CCOC(=O)CN(C(=O)c1ccccc1)c1ccccc1C	94
CCOC(=O)CNC(=O)CSc1nnc(-c2ccccc2)n1Cc1ccco1	87
C=CCOC(=O)C(C#N)c1nc2ccccc2nc1N1CCCC1 (configuration not stated)	95
CCOC(=O)Cc1csc(NC(=O)CS(=O)(=O)Cc2ccccc2)n1	87
CC1CC(C)(C)Nc2ccc(OC(=O)c3ccco3)cc21 (configuration not stated)	20*
CCCC1c2ccc(C)n2CCN1C(=O)Nc1ccc(F)cc1 (configuration not stated)	88
CCn1c(CC(=O)Nc2cccc(OC)c2)nnc1SCC(=O)N1CCN(c2ccccc2)CC1	91
O=C(NCc1ccccn1)c1ccc(Br)s1	82
CCC1(C)Cc2nc3sc(C(=O)O)c(N)c3cc2CO1 (configuration not stated)	85
CCn1c(SCC(=O)C(C)(C)C)nnc1-c1ccccc1OC	90
COc1cc(S(=O)(=O)N2CCOCC2)ccc1NC(=O)COC(=O)c1ccccn1	80
N#Cc1ccccc1Cn1c(=O)n(CCCC(=O)NCc2ccc3c(c2)OCO3)c(=O)c2ccccc21	63
O=C(Nc1ccc2c(c1)OCO2)c1cnn2c1NC(c1ccco1)CC2C(F)(F)F (configuration not stated)	86
COc1ccc(N(Cc2cc3ccc(C)cc3[nH]c2=O)C(C)=O)cc1	95

Next records follow:
SMILES	SK-BR-3 tox 24h
COC(=O)C1=C(C)N(c2ccc(Cl)c(Cl)c2)C(=O)C1	79
CC(C)c1nnc(NC(=O)CSc2ncn[nH]2)s1	77
Cc1ccc2cccc(NC(=O)c3ccc(Br)o3)c2n1	78
COc1ccccc1-c1nn2c(-c3ccc(C(C)(C)C)cc3)nnc2s1	86
COc1cccc(C2CC(c3cccc(Br)c3)n3ncnc3N2)c1 (configuration not stated)	81
O=C(O)CNS(=O)(=O)c1ccc(F)cc1	86
CCn1cc(C(=O)NCCCOC(C)C)c2cc(OC)c(OC)cc2c1=O	79
CN1CCN(C(=O)c2ccc3c(c2)NC(=O)C(C)(C)O3)CC1	81
Cc1ccc(CS(=O)(=O)Cc2ccc(C(=O)NCCCN3CCOCC3)o2)cc1	88
Cc1ccc2c(c1)c1nc3ccccc3nc1n2CCN1CCOCC1	75
CSc1nc(C)c2c(c1C#N)CCCC2	126
O[C@@H]1C2CCCC1[C@]1(O)CCCCC1C2 (some centres not stated)	87
Cn1cc(CNC(=O)COc2ccc(Cl)cc2Cl)cn1	92
O=C(COc1ccc(N2CC(C(=O)O)CC2=O)cc1)Nc1cccc(C(F)(F)F)c1 (configuration not stated)	92
Cc1nc2c(c(=O)n1CC1CCCO1)c1nc3ccccc3nc1n2CC(C)C (configuration not stated)	93
COc1ccc(-n2c(SCC(=O)N3CCCCC3C)nnc2-c2cccnc2)cc1 (configuration not stated)	107
Cc1oc2cc(O)cc(C)c2c(=O)c1-c1cnn(-c2ccccc2)c1	86
O=C(C1CC(=O)N(c2ccccc2)C1)N1CCN(C2=NS(=O)(=O)c3ccccc32)CC1 (configuration not stated)	87
c1ccc(-n2ncc3c(NCc4cccs4)ncnc32)cc1	87
Cc1c(-n2c(CN3C(=O)c4ccccc4C3=O)nc3ccccc3c2=O)c(=O)n(-c2ccccc2)n1C	93

Nothing new here: an excerpt of the list.
SMILES	SK-BR-3 tox 24h
Cc1oc2cc(O)cc(C)c2c(=O)c1-c1cnn(-c2ccccc2)c1	86
O=C(C1CC(=O)N(c2ccccc2)C1)N1CCN(C2=NS(=O)(=O)c3ccccc32)CC1 (configuration not stated)	87
c1ccc(-n2ncc3c(NCc4cccs4)ncnc32)cc1	87
Cc1c(-n2c(CN3C(=O)c4ccccc4C3=O)nc3ccccc3c2=O)c(=O)n(-c2ccccc2)n1C	93

Next records:
SMILES	SK-BR-3 tox 24h
CSc1nc(-c2ccccc2)nc(N2CCCC2)c1C(C)=O	89
COc1ccc2[nH]c(C)c(C(=O)CN3CCc4cc(OC)c(OC)cc4C3)c2c1	66
N#Cc1ccc(CSc2nnc(-c3cnccn3)o2)cc1	85
COc1ccccc1-c1c(C)oc2cc(OC(=O)c3ccco3)ccc2c1=O	95
CCOc1nc2ccccc2nc1NS(=O)(=O)c1ccccc1	81
COC(=O)c1ccccc1NC(=O)CSc1nnnn1-c1ccc(C)cc1C	107
COc1ccc(-c2[nH]ncc2-c2ccc(Cl)cc2)c(O)c1	87
CN(C)c1ccc(N=Cc2nc(-c3ccccc3)oc2O)cc1	75
COC(=O)c1ccccc1NC(=O)N1CCCC1	88
CC(=O)Nn1cc2c(=O)n(C)c(=O)n(C)c2c1	101
Cc1nn(Cc2ccccc2Cl)c(C)c1NC(=O)c1noc2c1CCCCC2	76
N#Cc1ccccc1CSc1nc(O)cc(=O)[nH]1	115
CCOC(=O)c1sc2nc3c(cc2c1N)COC(C)(C)C3	101
Cc1cc(-c2ccccc2)nc(N2CCN(c3ccccn3)CC2)n1	78
CCOC(=O)c1oc2c(CN3CCCCC3C)c(O)ccc2c(=O)c1-c1ccc(OC)c(OC)c1 (configuration not stated)	104
Cc1ccc(CNC(=O)C2c3ccccc3C(=O)N3CCc4ccccc4C23)o1 (configuration not stated)	99
CCOC(=O)N1CCN(C(=O)c2ccc3c(c2)NC(=O)C(N2CCOCC2)S3)CC1 (configuration not stated)	83
C=C(C)c1nc(N)nc(N)n1	96
CCCCSc1nnc2nc(C)cc(C)n12	71
COc1ccc(N2CCN(S(=O)(=O)c3cccc(C(F)(F)F)c3)CC2)cc1	103
CCOc1ccc(C2CC(=O)NC3=C2C(=O)CCC3)cc1Cl (configuration not stated)	83
O=C(CN1CCN(c2nc(-c3ccccc3)cs2)CC1)NCc1ccc2c(c1)OCO2	81
COC(=O)C1=C(C)N(CCC2=CCCCC2)C(=O)C1	84
Cc1cc(C(=O)NCc2ccccc2)c(=O)[nH]c1C	115
O=C(Cn1c(SCC(=O)NC2CCCC2)nnc1-c1ccncc1)Nc1ccc2c(c1)OCO2	78
c1ccc(Cn2nnnc2C(c2ccccn2)N2CCOCC2)cc1 (configuration not stated)	75
CSc1ccccc1NC(=O)CN(Cc1ccc(Cl)cc1)S(C)(=O)=O	93
COC(=O)Nc1nc(C)c(C(=O)N(C)C)s1	91
CCN(CC)S(=O)(=O)c1ccc(S(=O)(=O)N(Cc2ccccn2)Cc2ccco2)cc1	85
CC(C)NCC(O)COc1cccc2[nH]ccc12 (configuration not stated)	94
CCOC(=O)c1cccc(-n2c(C)nc3ccccc3c2=O)c1	90
Cc1cc(C)cc(OCC(=O)NCc2nc(-c3ccccc3)no2)c1	86
Cc1ccc(C2C(C(=O)c3cc4ccccc4o3)=C(O)C(=O)N2CCN(C)C)o1 (configuration not stated)	93
CC#CCCCC(=O)Nc1ccccc1C(=O)O	99
CCCC(=O)N1c2ccc(-c3csc(N)n3)cc2CC1C (configuration not stated)	90
CCOc1ccc(OCC)c(NC(=O)CN2CCN(c3cc(C)ccc3C)CC2)c1	79
CCN(CC)C(=O)C1CCN(CC2CC=CCC2)CC1 (configuration not stated)	62
O=C(c1csc2c1CCCC2)N1CCN(c2ncccn2)CC1	92
COc1nc(OC)nc(N2CCC(C(=O)Nc3cccc4c3CCCC4)CC2)n1	72
CC(C)NC(=O)CCS(=O)(=O)c1ccc(Br)s1	90
COC(=O)c1cc(Br)c(=O)n(-c2ccc(OC)cc2)c1	87
O=C(CSc1nnc(-c2ccc(Cl)s2)o1)N1CCOCC1	96
CCn1c(SCCN2CCCCC2)nnc1-c1ccc(S(=O)(=O)N2CCOCC2)cc1	83
COc1ccc(OC)c(C2C(C(=O)c3ccco3)=C(O)C(=O)N2CCCN2CCOCC2)c1 (configuration not stated)	103
CN(C)c1nc(Oc2ccc(C(=O)OCC(=O)Nc3ccccc3)cc2)nc(N(C)C)n1	96
CCCS(=O)(=O)c1nc(S(=O)(=O)c2ccc(C)cc2)c(N2CCCC2)s1	99
Cc1cc(Cl)c(S(=O)(=O)Nc2ccon2)cc1OCC(=O)NC1CCCCC1	100
Cc1cc(=O)oc2cc(OCC(=O)N3CCCc4ccccc43)ccc12	78
CN(C)CCN1C(=O)c2oc3ccccc3c(=O)c2C1c1cccc(Br)c1 (configuration not stated)	70
CCOc1ccc(C(=O)c2nc3c(n2O)CCCC3)cc1	109
CN1CCN(/C=N/c2sc3c(c2C#N)CCCCC3)CC1	113
COc1ccc(-n2nnnc2SCC(=O)c2cccc(OC)c2)cc1	70

Single values from the results shown.
Reading for CCn1c(SCCN2CCCCC2)nnc1-c1ccc(S(=O)(=O)N2CCOCC2)cc1 in SK-BR-3 tox 24h: 83
Reading for CCCS(=O)(=O)c1nc(S(=O)(=O)c2ccc(C)cc2)c(N2CCCC2)s1 in SK-BR-3 tox 24h: 99
Reading for COc1ccc(OC)c(C2C(C(=O)c3ccco3)=C(O)C(=O)N2CCCN2CCOCC2)c1 (configuration not stated) in SK-BR-3 tox 24h: 103
Reading for Cc1cc(=O)oc2cc(OCC(=O)N3CCCc4ccccc43)ccc12 in SK-BR-3 tox 24h: 78

Source: PubChem
